esBAF inh = blocks esBAF chromatin remodeling in mouse ES cells; Bmi1-luciferase knock-in reporter, 24 h; 100% = twice the neutral-well signal; reporter increase, % at 12.5 µM; 350,000 tested, 2% active; AID 602393; in the data active = activation above about 40%; inconclusive = no clear call, values can overlap the other calls;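 note: 0% = median of the plate's neutral control wells and 100% = double that signal; a rise in the Bmi1 reporter signal indicates esBAF inhibition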
PglD DTNB = blocks C. jejuni PglD acetyltransferase activity; purified PglD enzyme, DTNB colorimetric CoA detection; inhibition, % at 12.5 µM; 360,000 tested, 0.098% active; AID 602405; in the data active = inhibition above about 16%, passing the limit was not always enough; inconclusive = no clear call, values can overlap the other calls; note: strong numbers were not always called active
ARNT TACC3 PPI = disruptors of human ARNT/TACC3 interaction | Q9Y6A5 | AlphaScreen His-ARNT PAS-B/GST-TACC3 binding, luminescence; TACC3 fragment carries E629A point mutation | inhibition, % at 9.99 µM | 390,000 tested, 0.66% active | AID 623870;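 active = mean inhibition of replicates at least 50% and at least half of replicates each reaching 50%; inconclusive = half or more replicates reach 50% but mean below 50%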;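 note: 0% = complete ARNT plus TACC3 wells and 100% = ARNT alone without TACC3; many hits fall short of the cut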
RAD54 inh = RAD54 (human) branch migration inhibition. RAD54 Holliday junction branch migration, FAM/BHQ fluorescence. 360,000 tested, 0.14% active. AID 602329. Q92698. inhibition, % at 10.4 µM;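 active = mean normalized replicate activity at least 40 and at least half of replicates scoring 40 or more; inconclusive = only one of the two criteria met; inactive = mean below 40 and under half of replicates reaching 40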;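 note: 0% = median of neutral control wells and 100% = median of positive control wells; inhibitors cause a drop in the FAM fluorescence signal; in these data hits start at about 50%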
Target sequence (Q92698 whole entry, looked up): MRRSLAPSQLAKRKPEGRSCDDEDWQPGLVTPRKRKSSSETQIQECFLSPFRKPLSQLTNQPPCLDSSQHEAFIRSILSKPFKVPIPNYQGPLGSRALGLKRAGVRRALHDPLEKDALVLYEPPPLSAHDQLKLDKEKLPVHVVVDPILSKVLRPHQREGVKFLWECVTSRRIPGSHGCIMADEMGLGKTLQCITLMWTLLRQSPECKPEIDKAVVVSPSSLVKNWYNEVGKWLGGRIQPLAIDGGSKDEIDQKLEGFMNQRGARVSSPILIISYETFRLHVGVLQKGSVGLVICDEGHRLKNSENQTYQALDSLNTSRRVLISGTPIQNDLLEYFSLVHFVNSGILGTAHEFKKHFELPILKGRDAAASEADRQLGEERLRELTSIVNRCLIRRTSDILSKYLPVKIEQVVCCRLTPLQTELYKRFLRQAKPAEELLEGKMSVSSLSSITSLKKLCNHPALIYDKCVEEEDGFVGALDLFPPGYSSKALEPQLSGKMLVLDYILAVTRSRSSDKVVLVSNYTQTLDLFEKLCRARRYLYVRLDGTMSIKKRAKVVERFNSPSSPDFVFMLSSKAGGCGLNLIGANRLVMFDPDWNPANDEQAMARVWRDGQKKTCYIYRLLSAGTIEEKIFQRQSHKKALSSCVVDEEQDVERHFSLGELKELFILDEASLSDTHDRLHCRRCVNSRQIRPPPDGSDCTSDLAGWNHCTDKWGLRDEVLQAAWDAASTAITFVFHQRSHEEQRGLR
* marks the source's active call; other numbers are inactive results; ? = inconclusive; / = not tested or not shown.

Fields – esBAF inh, PglD DTNB, ARNT TACC3 PPI, RAD54 inh
- O=[N+]([O-])/C=C/c1cn(Cc2ccc(F)cc2)c2ccccc12
→ 1, /, 2, 7
- CCOC(=O)Cc1nn2c(=O)cc(C)nc2s1
→ -5, /, 0, -10
- O=C(N/N=C/c1ccc(Cl)cc1)Nc1ccccc1
→ 59*, /, -3, -6
- Cc1ccc(S(=O)(=O)/N=C2/C=C(C3C(=O)CC(C)(C)CC3=O)C(=O)c3ccccc32)cc1
→ ?, /, -2, -7
- Cn1c(=O)n(CC(=O)Nc2ccc(F)cc2)c2ccccc21
→ 1, /, -6, 2
- C=CCn1c(SCC(=O)Nc2nnc(CC)s2)nnc1-c1cccnc1
→ -4, /, -5, 2
- CNC(=S)Nc1ccc2nc(C)c(C)nc2c1
→ 6, /, 6, 8
- CCOc1ccc(S(=O)(=O)N(CC(N)=O)c2ccc(C)cc2)cc1
→ -8, /, -2, 5
- COc1ccc(C2C(C(N)=O)=C(C)Nc3ncnn32)cc1 (centres undefined)
→ -3, /, -2, 11
- COc1ccc(Cn2c(C)c(C)c(C#N)c2NC(=O)Nc2cccc(Cl)c2)cc1
→ -5, /, -3, -10
- Cc1ccc(-c2noc(CSc3ccccc3)n2)cc1
→ 0, /, -10, -3
- COCCCNC(=O)c1cccs1
→ -9, /, -4, -1
- COCc1nn2c(N)c(C#N)cnc2c1-c1ccccc1
→ 0, /, -13, -1
- COc1ccc2nc(C)cc(SCC(=O)NNC(=O)COc3ccccc3)c2c1
→ -2, /, -1, -10
- Oc1ccc(/C=N/Nc2nccnc2Cl)c(O)c1
→ -45, /, -3, 3
- OCCNc1nc(SCc2ccccc2)nc2sc3c(c12)CCC3
→ 4, /, 0, 9
- COc1ccc(-c2nnc(COc3ccc4ccccc4c3)o2)cc1OC
→ 8, /, -1, -1
- c1ccc(-c2noc(COc3ccc4c(c3)OCO4)n2)cc1
→ 63*, /, -23, -17
- COc1ccc(CN(C(=O)c2oc3ccccc3c2C)C2CCS(=O)(=O)C2)cc1 (centres undefined)
→ -8, /, 3, -5
- CCOC(=O)c1c(NC(=O)COC)sc(C(C)=O)c1C
→ -5, /, 3, 12

Following part.
Fields – esBAF inh, PglD DTNB, ARNT TACC3 PPI, RAD54 inh
- OC(CNCc1ccco1)Cn1c2ccccc2c2ccccc21 (centres undefined)
→ 5, /, 0, 7
- COc1ccc2cc3cc(C(=O)Nc4ccc5c(c4)OCO5)oc3nc2c1
→ 1, /, -4, 3
- CC1Cc2ccccc2N1C(=O)c1cccnc1 (centres undefined)
→ 1, /, -7, -7
- CC1CCCC(NC2CCCCNC2=O)C1 (centres undefined)
→ -14, /, -2, 11
- Cc1ccc(CC23CN4CCN(CC(C4)C2O)C3)c(C)c1 (centres undefined)
→ 8, /, 1, -16
- CCOC(=O)C1CCN(C/C=C/c2ccccc2OC)CC1
→ 0, /, -6, -10
- CCOc1cc(C2C(C(=O)O)c3cc(OCC)c(OCC)cc3C(=O)N2C)ccc1O (centres undefined)
→ -9, /, -5, -4
- COc1ccc(-c2nnc(NC(=O)c3ccc(S(=O)(=O)N4CCCc5ccccc54)cc3)o2)cc1
→ -6, /, 20, -5
- COC(=O)c1cnn2c(C(F)(F)F)cc(-c3ccccc3)nc12
→ -4, /, -18, -4
- Cc1cc(C)n(-c2ccc(C(=O)OCC(=O)Nc3ccc(S(=O)(=O)N4CCCCC4)cc3)cc2)n1
→ -7, /, 1, 0
- Cc1cc(C)c(S(N)(=O)=O)c(C)c1-n1cnnn1
→ -8, /, -23, -3
- CCC1(C)Cc2ccccc2-c2nc(NCCCO)n(-c3ccccc3)c(=O)c21 (centres undefined)
→ 4, /, -1, -2
- O=C1[C@H]2[C@@H](C(=O)N1c1cccc3ccccc13)C1(C(=O)c3ccccc3C1=O)N1CCC[C@@H]21
→ -3, /, 4, -12
- Cc1nn(-c2ccccc2)c2c1/C(=N/O)CC(C)(C)C2
→ 1, /, -13, 10
- Nc1nnnn1/N=C/c1cccc(Oc2ccccc2)c1
→ 10, /, 1, 6
- O=C(CSc1c[nH]c2ccccc12)N1CCOCC1
→ 2, /, 10, 3
- CC1CC(c2ccccc2)n2nc(NC(=O)CCc3ccccc3)nc2N1 (centres undefined)
→ -2, /, 7, 5
- CCOC(=O)c1[nH]c2cc(OC)c(OC)cc2c1N
→ -2, /, 5, -2
- CCC(C)(C(=O)NC1CCCC1)N(Cc1cccs1)C(C)=O (centres undefined)
→ 0, /, -1, -16
- CS(=O)(=O)N(CC(=O)NCCSC1CCCCC1)c1ccc2c(c1)OCO2
→ -7, /, -4, 8

Pulled by compound from the entries so far (7):
Fields – esBAF inh, PglD DTNB, ARNT TACC3 PPI, RAD54 inh
- OC(CNCc1ccco1)Cn1c2ccccc2c2ccccc21 (centres undefined)
→ 5, /, 0, 7
- COc1ccc(Cn2c(C)c(C)c(C#N)c2NC(=O)Nc2cccc(Cl)c2)cc1
→ -5, /, -3, -10
- CCOC(=O)Cc1nn2c(=O)cc(C)nc2s1
→ -5, /, 0, -10
- COc1ccc(-c2nnc(NC(=O)c3ccc(S(=O)(=O)N4CCCc5ccccc54)cc3)o2)cc1
→ -6, /, 20, -5
- Cn1c(=O)n(CC(=O)Nc2ccc(F)cc2)c2ccccc21
→ 1, /, -6, 2
- O=C(N/N=C/c1ccc(Cl)cc1)Nc1ccccc1
→ 59*, /, -3, -6
- Cc1ccc(S(=O)(=O)/N=C2/C=C(C3C(=O)CC(C)(C)CC3=O)C(=O)c3ccccc32)cc1
→ ?, /, -2, -7

Other records follow:
Fields – esBAF inh, PglD DTNB, ARNT TACC3 PPI, RAD54 inh
- CCCCCCS(=O)Cc1ccccc1 (centres undefined)
→ 4, /, -1, -8
- COCCCNC(=O)CN(c1cc(OC)ccc1OC)S(=O)(=O)c1ccccc1
→ -9, /, -2, -4
- CC(=O)N1CCc2cc(S(=O)(=O)NC(CC(C)C)C(=O)N3CCc4ccccc4C3)ccc21 (centres undefined)
→ 0, /, -3, -25
- CCOc1ccc(NC(=O)c2cccc3c2C(=O)N(CCOC)C3)cc1
→ 6, /, -2, 13
- O=C(Cn1c(=O)oc2ccccc21)Nc1ccc(S(=O)(=O)N2CCCCC2)cc1
→ -3, /, 6, 7
- N#Cc1ccc(Oc2cccnc2)cc1C#N
→ -2, /, -4, -6
- Cc1nc2c3ccccc3nc(SCC(=O)N3CC(C)CC(C)C3)n2n1 (centres undefined)
→ -2, /, -6, 2
- COC(=O)C1(O)CC(C(C)C)=NN1C(=O)c1ccc(Cl)cc1 (centres undefined)
→ 2, /, -3, -29
- CNc1oc(-c2cccc3ccccc23)nc1C#N
→ 27, /, -5, -4
- CC(=O)N1N=C(c2ccc(C)cc2)OC1c1ccc(C(C)C)cc1 (centres undefined)
→ 33, /, -3, -9
- CC1=C(C(=O)OC(C)C)C(c2ccc(Br)s2)NC(=O)N1C (centres undefined)
→ -8, /, 4, -9
- CCCCC(=O)C1CCN(Cc2ccccc2)CC1
→ -9, /, 0, -7
- CN(C)S(=O)(=O)c1cccc(NC(=S)Nc2ccc(Cl)cc2Cl)c1
→ 1, /, -3, 1
- CC(C(=O)N1CCN(C)CC1)N1C(=O)c2ccccc2C1=O (centres undefined)
→ -13, /, -7, 5
- COCCNC(=O)Cn1cnc2sc(C)c(S(=O)(=O)N3CCC(C)CC3)c2c1=O
→ 1, /, -3, -2
- CCOC(=O)c1[nH]c2ccc(OC)cc2c1NC(C)=O
→ -4, /, 0, -5
- COc1cccc(N(C(=O)Cn2nnc(-c3cccs3)n2)C(C(=O)NC2CCCCC2)c2ccncc2)c1 (centres undefined)
→ -5, /, -9, -23
- CCOC(=O)c1c(C)[nH]c(C(=O)OCC(=O)N2CCN(S(=O)(=O)c3ccccc3)CC2)c1C
→ -1, /, 0, -11
- Cc1cc(C(=O)Nc2ccc(S(=O)(=O)Nc3onc(C)c3C)cc2)cs1
→ 0, /, 3, 3
- O=C1CSC(c2ccccc2F)N1c1ccccc1 (centres undefined)
→ 1, /, -28, 0

Compound profiles, as listed above:
CC1=C(C(=O)OC(C)C)C(c2ccc(Br)s2)NC(=O)N1C (centres undefined) is listed with esBAF inh = -8; PglD DTNB = /; ARNT TACC3 PPI = 4; RAD54 inh = -9
CCOC(=O)c1[nH]c2cc(OC)c(OC)cc2c1N is listed with esBAF inh = -2; PglD DTNB = /; ARNT TACC3 PPI = 5; RAD54 inh = -2

Next part
Fields – esBAF inh, PglD DTNB, ARNT TACC3 PPI, RAD54 inh
- O=C(Nc1ccc(N2CCCCC2)cc1)c1cccnc1Cl
→ 36, /, -2, -13
- Cc1cc(C)n(-c2cc(N3CCN(C(=O)c4cccc(Br)c4)CC3)ccc2[N+](=O)[O-])n1
→ 9, /, 5, 4
- N/C(=N\OC(=O)c1cccc(F)c1)c1ccccc1
→ 30, /, 1, -4
- CN(c1ccc(C(=O)NCc2cccnc2)cc1)S(C)(=O)=O
→ 0, /, 6, -5
- Cc1ccc(-c2ccc(/C=N/N=C3/NC(=O)C(CC(=O)O)S3)o2)c([N+](=O)[O-])c1 (centres undefined)
→ 0, /, 15, -19
- Cc1ccc(C)c(NC(=O)C2CCCN2C(=O)OC(C)(C)C)c1 (centres undefined)
→ -8, /, -2, -12
- O=C1COc2ccc(C(=O)COC(=O)C3CCN(S(=O)(=O)c4cccs4)CC3)cc2N1
→ 2, /, -2, -11
- O=S(=O)(/N=C(/Nc1cc(N2CCOCC2)ncn1)c1ccccc1)c1ccccc1
→ -11, /, -2, -14
- O=c1c2ccccc2nc(SCc2cccc(F)c2)n1Cc1ccco1
→ -6, /, -6, -14
- COc1ccc(C2NC(=O)NC(O)(C(F)(F)F)C2C(=O)c2ccccc2)cc1OC (centres undefined)
→ 8, /, -10, -8
- c1cnc2c(SCc3ccc(-c4nnco4)cc3)cccc2c1
→ 37, /, 59*, 3
- COc1ccccc1-n1c(N)c(C(N)=O)sc1=S
→ /, 3, 29, 3
- Cc1ccc(C(C)C)c(OCCN(C)C)c1
→ /, -7, -3, -3
- C=CCN=C1N[C@@H](c2ccccc2)C(C(=O)OC)=C(C)N1CC
→ /, -5, -3, 0
- CN1CCN(c2ccc(S(=O)(=O)N3CCCCC3)cc2NC(=O)c2ccc(F)cc2F)CC1
→ /, 1, -4, 3
- O=C(O)c1cccnc1Oc1ccccc1
→ /, 3, -2, -1
- Cc1ccccc1CSc1n[nH]c(NS(=O)(=O)c2ccccc2)n1
→ /, -1, -7, 3
- Fc1ccc(N/N=C2/CC(c3ccccc3)Oc3ccccc32)c(F)c1 (centres undefined)
→ /, -1, -3, -2
- Brc1ccc(-c2csc3ncnc(-n4nnc5ccccc54)c23)cc1
→ /, 0, 15, 4
- COC(=O)c1nn(Cc2ccccc2)c(=O)c2ccccc12
→ /, -1, -4, 6

(further entries)
Fields – esBAF inh, PglD DTNB, ARNT TACC3 PPI, RAD54 inh
- CCOC(=O)C(Cc1ccc(NC(=O)/C(=C\c2ccccc2)NC(=O)c2ccccc2)cc1)N1C(=O)c2ccccc2C1=O (centres undefined)
→ /, 10, -19, 7
- CCCOc1ccc(/C=N/Nc2cccc([N+](=O)[O-])c2)c(O)c1
→ /, 3, 0, 6
- CCn1c2ccccc2c2cc(CN3CCN(S(C)(=O)=O)CC3)ccc21
→ /, -3, 3, -2
- Cc1ccc(S(=O)(=O)N2CCCCC2)cc1NC(=O)CSc1ccc2c(c1)OCCO2
→ /, -1, -14, -2
- CCOc1ccc(NC(=O)NCC2CCN(c3ccc(OC)cc3)C2)cc1 (centres undefined)
→ /, 9, 6, 4
- O=C1C(Nc2ccccc2)=C(NS(=O)(=O)c2ccccc2)C(=O)c2ccccc21
→ /, -2, -4, 7
- c1ccc2c(N3CCCCC3)ncnc2c1
→ /, 3, -3, 0
- CCN1CCN(Cc2cc(=O)oc3cc4c(cc23)CCC4)CC1
→ /, -4, 4, -2
- Cc1ccc(S(=O)(=O)N2CCCCC2)cc1NC(=O)CSc1ncnc2ccccc12
→ /, -5, -6, 9
- O=C1C(Cc2ccc(F)cc2)SC(=Nc2ccccc2)N1c1ccccc1 (centres undefined)
→ /, 6, 3, -6

A portion of the library; rates above refer to the full screens.
